TNF death inh = TNF-alpha cell death inhibition in Jurkat FADD-/- cells; activation (protection from cell death), % at 10 µM; Jurkat FADD-/- TNF necroptosis rescue, ATP luminescence, 24 h; 0 = TNF only, 100 = no-TNF cells; actives 0.068% (n = 220,000); AID 463075;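 active = activation, meaning protection from cell death, of at least 50% relative to plate controls; inactive = activation below 50%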;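 note: necroptosis triggered by 40 ng/mL TNF-alpha added together with compound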
PPC-1+TRAIL kill = kills PPC-1 cancer cells in the presence of TRAIL. PPC-1 cells + TRAIL, ATPLite viability luminescence. cell killing (% activity), % at 4 µM. actives 0.41% (n = 220,000). AID 1443;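 active = cell killing above 50% in the first pass at 4 µM, then a duplicate retest at 5 µM averaging 50% or more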;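 note: plate controls were cells with TRAIL plus DMSO for no effect and medium-only wells lacking cells for full effect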
FXIa inh 1536 = blocks human coagulation factor XIa protease activity. AID 798. inhibition, % at 5 µM. actives 0.14% (n = 220,000). purified FXIa, Boc-Glu-Ala-Arg-AMC fluorogenic substrate. P03951;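 active = inhibition of at least 40%; inactive = inhibition below 40%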;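 note: fluorescence of freed AMC excited at 355 nm; 0% = enzyme without compound and 100% = no enzyme blank; many of its hits are not listed in these tables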
Target sequence (P03951 19-387 limits assumed): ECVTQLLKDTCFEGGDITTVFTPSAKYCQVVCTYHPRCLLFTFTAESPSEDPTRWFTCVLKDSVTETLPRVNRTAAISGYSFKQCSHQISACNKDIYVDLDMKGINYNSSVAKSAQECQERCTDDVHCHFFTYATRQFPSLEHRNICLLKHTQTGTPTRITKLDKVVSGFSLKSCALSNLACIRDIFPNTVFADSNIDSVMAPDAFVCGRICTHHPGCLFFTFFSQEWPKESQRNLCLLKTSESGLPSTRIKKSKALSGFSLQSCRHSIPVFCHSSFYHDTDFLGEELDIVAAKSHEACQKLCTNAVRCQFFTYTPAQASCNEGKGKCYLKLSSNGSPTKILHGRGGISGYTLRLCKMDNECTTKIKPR
Target sequence (P03951 388-625 limits assumed): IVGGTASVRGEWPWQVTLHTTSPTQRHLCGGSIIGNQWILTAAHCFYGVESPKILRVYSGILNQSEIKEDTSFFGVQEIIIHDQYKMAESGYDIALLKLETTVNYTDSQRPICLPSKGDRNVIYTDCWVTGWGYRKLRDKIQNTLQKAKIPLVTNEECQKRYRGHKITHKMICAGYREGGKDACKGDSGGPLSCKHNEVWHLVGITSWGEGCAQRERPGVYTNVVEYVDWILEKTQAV
FXIIa inh = blocks human coagulation factor XIIa protease activity. purified FXIIa, Boc-QGR-AMC fluorogenic substrate, 2 h. inhibition, % at 5 µM. actives 0.3% (n = 220,000); in the data active = inhibition above about 40%;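 note: 0% = enzyme with no compound and 100% = blank without enzyme; many of its hits are not listed in these tables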
zVAD death inh = L929 zVAD cell death inhibition. viability rescue, % at 10 µM. actives 0.38% (n = 220,000). L929 zVAD necroptosis rescue, ATP luminescence, 24 h; with zVAD 60 µM;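 active = activation, scaled between plate controls, above about 75%, limit read from the data; inactive = activation under that limit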;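 note: 0% = zVAD with DMSO and 100% = DMSO alone without zVAD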
CHOP inhibitor = blocks CHOP induction under ER stress; CHO-K1 CHOP-promoter luciferase, tunicamycin-induced, 15-18 h; actives 3.8% (n = 220,000); AID 2732; inhibition, % at 10 µM;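 active = compounds that reduced the stress-induced luciferase reporter signal by more than about 70% of percent inhibition, limit read from the data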;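 note: 0% = tunicamycin plus vehicle and 100% = wells without tunicamycin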
Wee1 stabilizer = blocks degradation of human Wee1 kinase; P30291; HeLa Luc-Wee1K328M stability, luciferase luminescence; 100% = proteasome inhibitor MG132 effect; reporter increase, % at 5 µM; actives 1.2% (n = 220,000); AID 1321;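 active = activation above the mean of all tested compounds plus 3 SD, set per screening run, cut at about 8.8% in these data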;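 note: cells exposed to compound for 20 h before luminescence read; 0% = DMSO alone and 100% = MG132 at 30 µM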
EP2 antag = EP2 receptor (human) inhibition; P43116; C6 glioma cells expressing human EP2, cAMP TR-FRET; cells stimulated with saturating PGE2; inhibition, % at 25 µM; actives 0.52% (n = 260,000);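 active = percent inhibition above 40 after rounding to a whole number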;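 note: rat C6 glioma host cells with rolipram phosphodiesterase inhibitor present; the protocol text gives 20 µM as final concentration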
Target sequence (P43116 whole entry, looked up): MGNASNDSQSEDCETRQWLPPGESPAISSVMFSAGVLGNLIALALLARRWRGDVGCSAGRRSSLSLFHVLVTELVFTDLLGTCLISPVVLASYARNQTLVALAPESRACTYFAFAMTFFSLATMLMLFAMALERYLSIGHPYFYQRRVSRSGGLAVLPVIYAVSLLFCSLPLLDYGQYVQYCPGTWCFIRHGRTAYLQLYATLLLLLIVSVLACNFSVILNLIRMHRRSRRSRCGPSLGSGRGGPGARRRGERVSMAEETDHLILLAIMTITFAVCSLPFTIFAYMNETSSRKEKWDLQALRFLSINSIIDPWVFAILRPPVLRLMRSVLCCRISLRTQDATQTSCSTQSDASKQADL
TbHK1 inh = blocks Trypanosoma brucei hexokinase 1 activity; recombinant TbHK1, G6PDH-coupled NADH A340; inhibition, % at 10 µM; actives 0.11% (n = 220,000); AID 1430;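 active = inhibition of 50% or more in the single-dose primary screen; inactive = inhibition below 50%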
* hit, by the source's call; & = joins results of further samples. The list is partial. The share of hits here may be higher or lower than overall.

`O=C(COc1ccc(/C=N/NS(=O)(=O)c2ccccc2)cc1)N1CCOCC1` gave TNF death inh 1.5, PPC-1+TRAIL kill 12, FXIa inh 1536 -3, FXIIa inh 6, zVAD death inh 9.6, CHOP inhibitor 4, Wee1 stabilizer -2, EP2 antag 15 and TbHK1 inh -8.
For O=C(NCCCO)/C(=C/c1ccc(-c2cccc([N+](=O)[O-])c2)o1)NC(=O)c1ccccc1 the results were TNF death inh 0.8, PPC-1+TRAIL kill -4, FXIa inh 1536 -1, FXIIa inh 6, zVAD death inh 0.6, CHOP inhibitor -3, Wee1 stabilizer -1, EP2 antag 6 and TbHK1 inh -27.
`Nc1nnc(Cc2ccc(F)cc2)s1` gave TNF death inh 6.5, PPC-1+TRAIL kill -5, FXIa inh 1536 0, FXIIa inh -1, zVAD death inh 1.2, CHOP inhibitor 6, Wee1 stabilizer -3, EP2 antag 5 and TbHK1 inh -6.
For O=C(CN1c2ccccc2Sc2ccccc21)N/N=C/c1ccc([N+](=O)[O-])cc1 the results were TNF death inh 0.0, PPC-1+TRAIL kill -4, FXIa inh 1536 0, FXIIa inh 2, zVAD death inh 1.0, CHOP inhibitor 47, Wee1 stabilizer -4, EP2 antag 5 and TbHK1 inh -34.
`CC(=O)Nc1cccc(OCC(=O)NCCC2=CCCCC2)c1` gave TNF death inh 1.1, PPC-1+TRAIL kill -5, FXIa inh 1536 -1, FXIIa inh 10, zVAD death inh 0.8, CHOP inhibitor 3, Wee1 stabilizer -3, EP2 antag 7 and TbHK1 inh -5.
Clc1cnc(N/N=C/c2cccs2)c(Cl)c1 was read as TNF death inh 9.0, PPC-1+TRAIL kill 8, FXIa inh 1536 6, FXIIa inh 19, zVAD death inh 0.8, CHOP inhibitor 21, Wee1 stabilizer 2, EP2 antag 21 and TbHK1 inh -30.
For Cn1ncc2c(Nc3cccc(Cl)c3)nc(Nc3cccc(Cl)c3)nc21 the results were TNF death inh -8.5, PPC-1+TRAIL kill 20, FXIa inh 1536 3, FXIIa inh 6, zVAD death inh 7.9, CHOP inhibitor -4, Wee1 stabilizer -2, EP2 antag 6&11 and TbHK1 inh -26.
`OCCNc1nc(OCC(F)(F)F)nc(N2CCN(C34CC5CC(CC(C5)C3)C4)CC2)n1` gave TNF death inh 15, PPC-1+TRAIL kill 1, FXIa inh 1536 0, FXIIa inh 13, zVAD death inh 2.7, CHOP inhibitor 11, Wee1 stabilizer -3, EP2 antag 5 and TbHK1 inh 4.
For CCNC(=S)N/N=C/c1ccccc1[N+](=O)[O-] the results were TNF death inh 2.6, PPC-1+TRAIL kill 19, FXIa inh 1536 -6, FXIIa inh 4, zVAD death inh 0.8, CHOP inhibitor -26, Wee1 stabilizer -1, EP2 antag 9 and TbHK1 inh -19.
Screening O=S(=O)(NC1c2cccc3cccc(c23)C1Sc1ncccn1)c1ccc(Cl)cc1 (stereo not given) returned TNF death inh -0.6, PPC-1+TRAIL kill -11, FXIa inh 1536 6, FXIIa inh 7, zVAD death inh -0.5, CHOP inhibitor -2, Wee1 stabilizer 0, EP2 antag 8 and TbHK1 inh 20.
For Cc1cc(C)nc(NS(=O)(=O)c2ccc(NC(=O)CCCN3C(=O)c4ccccc4C3=O)cc2)n1 the results were TNF death inh 0.3, PPC-1+TRAIL kill -2, FXIa inh 1536 -4, FXIIa inh 4, zVAD death inh -0.9, CHOP inhibitor 13, Wee1 stabilizer 6, EP2 antag 9 and TbHK1 inh 1.
`CCS(=O)CCSC(=N)N` (stereo not given) gave TNF death inh 0.9, PPC-1+TRAIL kill 11, FXIa inh 1536 2, FXIIa inh 5, zVAD death inh 0.9, CHOP inhibitor -11, Wee1 stabilizer -2, EP2 antag 1 and TbHK1 inh 5.
`Cc1ccc(-n2c(=S)[nH]c3c(oc4ccccc43)c2=O)cc1C` gave TNF death inh -2.4, PPC-1+TRAIL kill -29, FXIa inh 1536 6, FXIIa inh 10, zVAD death inh -0.2, CHOP inhibitor -5, Wee1 stabilizer -2, EP2 antag 16 and TbHK1 inh 5.
`COc1cc(NC(=O)Cn2ccsc2=N)c(C)cc1[N+](=O)[O-]` gave TNF death inh 1.2, PPC-1+TRAIL kill 3, FXIa inh 1536 4, FXIIa inh 12, zVAD death inh -0.9, CHOP inhibitor 14, Wee1 stabilizer 3, EP2 antag 7 and TbHK1 inh -26.
Screening COc1cc(OC)cc(-c2nc3nc(C)c(CCC(=O)NCC(OC)OC)c(C)n3n2)c1 returned TNF death inh 0.3, FXIa inh 1536 -3, FXIIa inh 2, zVAD death inh 3.9, CHOP inhibitor 12, Wee1 stabilizer -1, EP2 antag 3 and TbHK1 inh -3.
For CCC(=O)Nc1ccc(-c2nnc(-c3ccccc3)o2)cc1 the results were TNF death inh -2.0, PPC-1+TRAIL kill -8, FXIa inh 1536 -9, FXIIa inh -4, zVAD death inh 0.0, Wee1 stabilizer 6, EP2 antag 19 and TbHK1 inh -3.
`Cc1ccc2c(c1)CCCN2C(=O)c1ccncc1` gave TNF death inh -2.1, PPC-1+TRAIL kill 21, FXIa inh 1536 -4, FXIIa inh 10, zVAD death inh -0.2, CHOP inhibitor 17, Wee1 stabilizer -1, EP2 antag 3 and TbHK1 inh 2.
Screening O=C(CN1C(=O)NC2(CCc3ccccc32)C1=O)c1ccc2c(c1)OCCO2 (stereo not given) returned TNF death inh 1.9, PPC-1+TRAIL kill 38, FXIa inh 1536 3, FXIIa inh 19, zVAD death inh 5.8, CHOP inhibitor 16, Wee1 stabilizer 4, EP2 antag 4 and TbHK1 inh -2.
`CCC(C)NC(=O)C1CCN(S(=O)(=O)N2CCCC2)CC1` (stereo not given) gave TNF death inh 0.5, PPC-1+TRAIL kill -31, FXIa inh 1536 -2, FXIIa inh 4, zVAD death inh 1.6, CHOP inhibitor 17, Wee1 stabilizer 1, EP2 antag 5 and TbHK1 inh -4.
Nc1nnc(C2CCCC2)s1 was read as TNF death inh 0.3, PPC-1+TRAIL kill 16, FXIa inh 1536 3, FXIIa inh 15, zVAD death inh 1.4, CHOP inhibitor 3, Wee1 stabilizer 1, EP2 antag 9 and TbHK1 inh 3.
O=C(Nc1ccccc1C1CC1)c1cccs1 was read as TNF death inh 0.1, PPC-1+TRAIL kill 6, FXIa inh 1536 -1, FXIIa inh -2, zVAD death inh 0.2, CHOP inhibitor 23, Wee1 stabilizer 1, EP2 antag 8 and TbHK1 inh 2.
Screening CCCN(CCC)C(=O)NC1CC(=O)N(c2ccc(OC)cc2)C1 (stereo not given) returned TNF death inh -0.7, PPC-1+TRAIL kill 2, FXIa inh 1536 16, FXIIa inh 10, zVAD death inh 0.2, CHOP inhibitor 15, Wee1 stabilizer -1, EP2 antag 68* and TbHK1 inh -3.
CN(C)c1ccc(C2CC(=O)C=C(Nc3ccccc3N)C2)cc1 (stereo not given) was read as TNF death inh 5.1, PPC-1+TRAIL kill 0, FXIa inh 1536 4, FXIIa inh 7, zVAD death inh 0.7, CHOP inhibitor -13, Wee1 stabilizer 6, EP2 antag 11 and TbHK1 inh -9.
For CCC1CCCCN1CCCNC(=O)CNC(=O)Cn1ccc2ccccc2c1=O (stereo not given) the results were TNF death inh 0.4, PPC-1+TRAIL kill 14, FXIa inh 1536 16, FXIIa inh 4, zVAD death inh 1.7, CHOP inhibitor -9, Wee1 stabilizer 0 and TbHK1 inh -13.
`COc1cccc(C2CC(c3ccccc3OC)n3nc(N)nc3N2)c1` (stereo not given) gave TNF death inh 3.2, PPC-1+TRAIL kill -3, FXIa inh 1536 1, FXIIa inh 7, zVAD death inh 0.6, CHOP inhibitor 17, Wee1 stabilizer -1, EP2 antag 10 and TbHK1 inh -3.
Cc1cc(C)c(NC(=O)Cn2c([N+](=O)[O-])cnc2C)c(C)c1 was read as TNF death inh 0.7, PPC-1+TRAIL kill 10, FXIa inh 1536 -2, FXIIa inh 9, zVAD death inh 0.4, CHOP inhibitor 15, Wee1 stabilizer 0, EP2 antag 3&3 and TbHK1 inh -10.
`CCCCSCc1ccc(C(=O)O)o1` gave TNF death inh -1.7, PPC-1+TRAIL kill 11, FXIa inh 1536 20, FXIIa inh 30, zVAD death inh 1.3, CHOP inhibitor 1, Wee1 stabilizer -3, EP2 antag 8 and TbHK1 inh 11.
`CC(C)N(C(=O)Cn1cc(S(=O)(=O)CC(=O)NC2CCCCC2)c2ccccc21)C(C)C` gave TNF death inh 0.4, PPC-1+TRAIL kill 0, FXIa inh 1536 0, FXIIa inh 7, zVAD death inh 1.1, CHOP inhibitor -10, Wee1 stabilizer 2, EP2 antag 14 and TbHK1 inh 1.
CC(C)c1ccc(N(CC(=O)NCCSC(C)(C)C)S(C)(=O)=O)cc1 was read as TNF death inh 0.7, PPC-1+TRAIL kill 26, FXIa inh 1536 5, FXIIa inh 6, zVAD death inh -0.9, CHOP inhibitor 5, Wee1 stabilizer 1, EP2 antag 8 and TbHK1 inh -3.
Cc1occc1C(=O)NC1CCCCCC1 was read as TNF death inh 9.9, PPC-1+TRAIL kill -4, FXIa inh 1536 -3, FXIIa inh -11, zVAD death inh 0.0, CHOP inhibitor -17, Wee1 stabilizer 4, EP2 antag 10 and TbHK1 inh 7.

Quoted at random: 3 entries already listed, in no set order.
For CCC1CCCCN1CCCNC(=O)CNC(=O)Cn1ccc2ccccc2c1=O (stereo not given) the results were TNF death inh 0.4, PPC-1+TRAIL kill 14, FXIa inh 1536 16, FXIIa inh 4, zVAD death inh 1.7, CHOP inhibitor -9, Wee1 stabilizer 0 and TbHK1 inh -13.
`CCCCSCc1ccc(C(=O)O)o1` gave TNF death inh -1.7, PPC-1+TRAIL kill 11, FXIa inh 1536 20, FXIIa inh 30, zVAD death inh 1.3, CHOP inhibitor 1, Wee1 stabilizer -3, EP2 antag 8 and TbHK1 inh 11.
Cc1cc(C)c(NC(=O)Cn2c([N+](=O)[O-])cnc2C)c(C)c1 was read as TNF death inh 0.7, PPC-1+TRAIL kill 10, FXIa inh 1536 -2, FXIIa inh 9, zVAD death inh 0.4, CHOP inhibitor 15, Wee1 stabilizer 0, EP2 antag 3&3 and TbHK1 inh -10.

The list goes on:
For Nc1ncnc(Nc2cccc(C(F)(F)F)c2)n1 the results were TNF death inh -1.8, PPC-1+TRAIL kill 21, FXIa inh 1536 6, FXIIa inh 20, zVAD death inh 3.6, CHOP inhibitor 12, Wee1 stabilizer -1, EP2 antag 3 and TbHK1 inh 1.
Screening CCOC(=O)N1CCC(NC(=O)c2ccc3c(c2)sc2nc(-c4ccc(OC)cc4)cn23)CC1 returned TNF death inh 1.3, PPC-1+TRAIL kill 3, FXIa inh 1536 -5, FXIIa inh 14, zVAD death inh 8.6, CHOP inhibitor -4, Wee1 stabilizer -4 and TbHK1 inh -12.
For COc1ccc(C(C)NC(=S)NC2CCCC2)cc1OC (stereo not given) the results were TNF death inh 2.1, PPC-1+TRAIL kill 5, FXIa inh 1536 2, FXIIa inh 8, zVAD death inh -0.2, CHOP inhibitor 26, Wee1 stabilizer 1, EP2 antag 8 and TbHK1 inh -2.
`COc1ccc(-c2nc(NC(=O)c3cc(C(C)(C)C)nn3C)sc2C)cc1` gave TNF death inh -0.7, PPC-1+TRAIL kill 25, FXIa inh 1536 -5, FXIIa inh 4, zVAD death inh 1.3, CHOP inhibitor 48, Wee1 stabilizer 0, EP2 antag 10 and TbHK1 inh -15.
Screening [O-][n+]1cccc2c(Br)cc(Br)c(O)c21 returned TNF death inh -1.0, PPC-1+TRAIL kill 8, FXIa inh 1536 -2, FXIIa inh 4, zVAD death inh 0.6, CHOP inhibitor 31, Wee1 stabilizer -1, EP2 antag 7 and TbHK1 inh 4.
